Screens deposited in PubChem by National Center for Advancing Translational Sciences (NCATS).
rTrxR1 inhibitor = blocks rat thioredoxin reductase 1 | O89049 | recombinant rTrxR1, NADPH fluorescence consumption, selenite substrate | Potency, µM (series often up to 114 µM), inactives show at the top dose activity change, negative = inhibition, usual class: inhibitors | 390,000 compounds, 1% hits | AID 588453; note: % is set by controls: 0 for no effect and ±100 for the full control effect; nearly all actives have a fitted effect of over 65% in size
Target sequence (O89049 whole entry, looked up): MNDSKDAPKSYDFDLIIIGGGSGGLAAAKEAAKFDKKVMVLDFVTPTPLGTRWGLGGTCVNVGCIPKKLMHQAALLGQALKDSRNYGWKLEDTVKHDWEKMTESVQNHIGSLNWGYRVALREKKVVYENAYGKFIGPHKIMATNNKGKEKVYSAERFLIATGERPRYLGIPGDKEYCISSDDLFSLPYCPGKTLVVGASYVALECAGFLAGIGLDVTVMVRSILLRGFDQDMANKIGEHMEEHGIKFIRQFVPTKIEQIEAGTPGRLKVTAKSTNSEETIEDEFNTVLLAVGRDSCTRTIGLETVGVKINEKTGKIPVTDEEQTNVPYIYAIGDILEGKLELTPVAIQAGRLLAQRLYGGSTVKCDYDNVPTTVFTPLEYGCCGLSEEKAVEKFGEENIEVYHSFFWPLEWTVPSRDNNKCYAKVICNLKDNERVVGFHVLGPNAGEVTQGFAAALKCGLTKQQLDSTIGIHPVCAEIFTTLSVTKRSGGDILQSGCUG
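Rat TrxR1 (90 nM in the dispensed reagent) was pre-reduced with 400 uM NADPH for 5 min at room temperature, then incubated with compound for 15 min. After 400 uM selenite was added, NADPH fluorescence (Ex 340/Em 450 nm) was followed for 8 min.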
TrxR1 substrate = substrates of rat thioredoxin reductase 1; Potency, µM (series often up to 114 µM), for the others: at the highest dose activity change, negative = substrate turnover; 390,000 compounds, 0.01% hits; O89049; purified TrxR1 substrate turnover, NADPH consumption readout; note: % is set by controls: 0 for no effect and ±100 for the full control effect; nearly all actives have a fitted effect of over 50% in size
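Rat TrxR1, dispensed at 90 nM, was prereduced with 400 uM NADPH (final) for 5 min at ~22 deg C, then incubated with compound 15 min before 400 uM selenite. A first-read NADPH fluorescence drop versus no-compound background flagged substrates.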
Vif-APOBEC3F blk = inhibitors of Vif-A3F interaction | HeLa A3F-eYFP + Vif (tagged APOBEC3F with the HIV-1 protein that degrades it), YFP fluorescence increase | Potency, µM (series often up to 46.1 µM), for the others: at the highest dose activity, negative = active | 390,000 compounds, 0.2% hits | AID 602313; note: % of control where 0% means no effect; nearly all actives have a fitted effect of over 65% in size
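HeLa cells stably expressing A3F-eYFP plus Vif, plated and incubated overnight at 37 deg C, then exposed to compounds overnight at 37 deg C. Blocked degradation read as raised yellow fluorescence (Ex 488/Em 500-530).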
Vif-APOBEC3G blk = Vif-A3G binding inhibition; Q9HC16; 410,000 compounds, 0.076% hits; HeLa A3G-eYFP + Vif (tagged APOBEC3G with the HIV-1 protein that degrades it), YFP fluorescence, overnight; Potency, µM (highest dose often 46.1 µM), without a hit: at the highest dose activity, negative = active, hits mostly inhibitors;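 note: % is set by controls: 0 for no effect and ±100 for the full control effect; nearly all actives have a fitted effect of over 60% in size; hits raise eYFP signal because A3G escapes Vif-driven loss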
Target sequence (Q9HC16 whole entry, looked up): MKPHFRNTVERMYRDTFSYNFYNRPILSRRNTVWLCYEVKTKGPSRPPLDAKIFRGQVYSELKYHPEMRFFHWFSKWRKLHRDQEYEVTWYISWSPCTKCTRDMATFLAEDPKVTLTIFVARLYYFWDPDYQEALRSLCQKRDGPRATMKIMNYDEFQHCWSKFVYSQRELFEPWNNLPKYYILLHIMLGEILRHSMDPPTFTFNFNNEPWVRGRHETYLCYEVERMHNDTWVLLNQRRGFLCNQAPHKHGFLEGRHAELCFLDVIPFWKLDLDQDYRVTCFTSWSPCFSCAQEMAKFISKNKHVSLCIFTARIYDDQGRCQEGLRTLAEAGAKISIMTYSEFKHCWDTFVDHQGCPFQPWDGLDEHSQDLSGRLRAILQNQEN
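HeLa cells stably expressing Vif and C-terminally eYFP-tagged A3G, seeded overnight at 37 deg C, then exposed to compound by pintool overnight at 37 deg C. Rise in yellow fluorescence (Ex 488/Em 500-530, Acumen) marks blocked Vif-driven A3G degradation.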
ALOX12 inh = inhibitors of human 12S-lipoxygenase ALOX12; Potency, µM (series often up to 108 µM), for the others: at the highest dose activity change, negative = inhibition, usual class: inhibitors; 580,000 compounds, 1.1% hits; P18054; purified 12hLO, xylenol orange hydroperoxide absorbance; note: % is set by controls: 0 for no effect and ±100 for the full control effect
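Purified human 12hLO at 150 nM in 25 mM Hepes, 0.01% Triton X-100, pH 7.0, preincubated 15 min at room temperature with compound. Reaction started with 40 uM arachidonic acid, 30 min at room temperature. Hydroperoxide measured by Fe-xylenol orange, 573/405 nm absorbance ratio.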
USP1-UAF1 inh = USP1/UAF1 (human) deubiquitinase inhibition; recombinant USP1/UAF1, Ub-Rhodamine cleavage fluorescence; Potency, µM (titrated, usually from 57.1 µM), without a hit: top-dose activity change, negative = inhibition, hits mostly inhibitors; 390,000 compounds, 0.23% hits; note: % is set by controls: 0 for no effect and ±100 for the full control effect; nearly all actives have a fitted effect of over 60% in size; inactives centre near -12
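1 nM enzyme complex + cpd, 15 min RT; start with Ub-Rho 150nM final; kinetic fluorescence ex 480/em 540, 6 reads q60 s. Buffer 50mM HEPES pH 7.8, 0.5mM EDTA, 0.1 mg/ml BSA, 1mM TCEP, 0.01% Tween-20.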
mIDH1 inhibitor = inhibitors of human mutant IDH1 R132H | Potency, µM (titrated, usually from 76.6 µM), without a hit: at the highest dose activity change, negative = inhibition, actives largely listed as inhibitors | IDH1-R132H enzyme, NADPH consumption, diaphorase/resazurin fluorescence | AID 602179 | 390,000 compounds, 0.093% hits | O75874; note: % is set by controls: 0 for no effect and ±100 for the full control effect; nearly all actives have a fitted effect of over 65% in size
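IDH1-R132H (0.5 ug/mL dispensed) in pH 7.5 Tris buffer was preincubated 30 min with compound, then given a substrate mix of 0.016 mM NADPH and 2 mM alpha-KG for 80 min at room temperature; remaining NADPH was read by diaphorase/resazurin fluorescence.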
RXFP1 agonist = RXFP1 (human) receptor agonism; Potency, µM (titrated, usually from 57.5 µM), for inactives: at the top dose activation, usual class: activators; HEK293T-RXFP1 cAMP TR-FRET, 30 min; response scale: percent of porcine relaxin response, buffer zero; AID 2676; 370,000 compounds, 0.3% hits; Q9HBX9; note: % is set by controls: 0 for no effect and ±100 for the full control effect; nearly all actives have a fitted effect of over 60% in size; many of its hits are not listed in these tables
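HEK293T cells stably expressing RXFP1 were pretreated with the PDE4 inhibitor Ro 20174, exposed to compounds for 30 min at 37C, lysed, and cAMP was read by TR-FRET. Data normalized to buffer (basal) and 29 nM porcine relaxin (100%).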
RGS4 inhibitor = human RGS4 inhibition; Potency, µM (top dose mostly 114 µM), for inactives: at the highest dose activity change, negative = inhibition, hits mostly inhibitors; AID 504845; Transcreener GDP fluorescence polarization, RGS4-accelerated GTP hydrolysis; P49798; 390,000 compounds, 0.039% hits; note: % is set by controls: 0 for no effect and ±100 for the full control effect; nearly all actives have a fitted effect of over 75% in size; some results filed as inactive show a strong effect at the top dose
Target sequence (P49798 whole entry, looked up): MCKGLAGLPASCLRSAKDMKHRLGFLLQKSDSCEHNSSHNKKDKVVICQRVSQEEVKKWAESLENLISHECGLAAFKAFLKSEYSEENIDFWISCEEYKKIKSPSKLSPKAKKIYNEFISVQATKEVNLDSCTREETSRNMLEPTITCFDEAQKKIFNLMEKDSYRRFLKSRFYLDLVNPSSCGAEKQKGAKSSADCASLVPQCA
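MLSMR compounds (23 nl, pin-transferred) preincubated 10 min at room temperature with a 500nM (2x) first reagent, then RGS4 at 900nM (2x) plus Transcreener GDP mix added; fluorescence polarization (620/688 nm) read before and after 90 min at 30 °C.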
* hit, by the source's call; u = inconclusive; x = no result given; & = joins results of further samples; [ ] = remark or other dose. Calls come from the whole dose curve; as a rule, active = well fitted curve in the direction sought with a large enough effect; inconclusive = small, poorly fitted or top-dose-only effect, or another doubt; inactive = no such curve, though single readings can be large; an effect the other way counts as inactive or inconclusive. Potency is the fitted concentration of half-maximal effect. Some of the compounds tested, so the mix of outcomes need not match the whole.

Each structure is followed by: rTrxR1 inhibitor	TrxR1 substrate	Vif-APOBEC3F blk	Vif-APOBEC3G blk	ALOX12 inh	USP1-UAF1 inh	mIDH1 inhibitor	RXFP1 agonist	RGS4 inhibitor
1: COc1ccc(-c2cc(-c3nc(-c4cc(OC)c(OC)c(OC)c4)no3)[nH]n2)c(OC)c1
  16%[57.1 µM]	0%[57.1 µM]	1%	1%	-18%	u	9%	0.4%	-23%
2: COc1ccc(NC(=O)c2cc3sccc3n2Cc2ccc(F)cc2)cc1OC
  -1%	11%	-2%	-5%	29%	-13%	4%	2.4%	-33%
3: CC12CCC(=O)N1C(C(=O)Nc1ccccc1N1CCOCC1)CS2 (stereo not given)
  12%[57.1 µM]	8%[57.1 µM]	-6%	-1%	0%	-20%	4%	-3.3%	-19%
4: CCc1cccc(NC(=O)c2ccc(NS(=O)(=O)c3c(C)noc3C)cc2)c1
  -8%	-11%	0%	1%	9%	-12%	9%	1.2%	-6%
5: C#CCOCCOCCOCCNc1nc(N2CCN(C(=O)[C@H](CCCCN)n3cc(CN)nn3)CC2)nc(N2CCN(C(=O)[C@H](CCCCN)n3cc([C@@H](N)[C@H](C)CC)nn3)CC2)n1
  45µM*	12%	-1%	3%	10%	u	10%	x	-14%
6: CC1(C)CC(=O)C=C(c2cccc(OC(=O)c3ccc(-c4ccccc4)cc3)c2)C1=O
  x	x	-6%	1%	-32%	-16%	-9%	x	x
7: CNC(=O)c1ccc(-c2ccc(Cl)c(Cl)c2)s1
  -1%	2%	-3%	-12%	-1%	-26%	2%	-1.1%	12%
8: CC(C)Sc1nc(-c2ccccc2)cc(=O)[nH]1
  19%	9%	-9%	-1%	u	-21%	0%	1.8%	-40%
9: Cc1ccc(-c2nnc(Nc3ccc(Cl)c(Cl)c3)c3ccccc23)cc1S(=O)(=O)NCCO
  -13%	-6%	1%	-13%	-29%	-12%	4%	-0.4%	8%
10: CCN1CCN(C(=O)c2ccccc2NC(=O)c2ccc(Cl)cc2)CC1
  -8%	-5%	-2%	1%	94%[activator]	-17%	2%	-1.8%	-1%
11: Cc1cccc(S(=O)(=O)NNC(=O)c2sc(C)nc2C)c1
  3%[57.1 µM]	-27%[57.1 µM]	-5%	7%	-12%	u	3%	0.8%	-47%
12: COc1ccc(Cl)cc1NC(=O)CN(C)C(=O)CCCc1c[nH]c2ccccc12
  23%	-3%	-11%	-5%	8%	-17%	38%[activator]	0.1%	-8%
13: COc1ccc(NC(=O)[C@H](C)NC(=O)C2CCN(S(=O)(=O)c3ccc(C)cc3)CC2)cc1OC
  9%	0%	-1%	-8%	-5%	-11%	-11%	-0.5%	1%
14: C(=N/Nc1cc(N2CCOCC2)nc(N2CCOCC2)n1)/c1ccccc1
  -13%	-17%	-10%	-6%	-3%	-22%	u	-0.2%	-29%
15: CN(Cc1ccccc1)C(=O)COC(=O)c1cc(Cl)nc(Cl)c1
  37%[57.1 µM]	13%[57.1 µM]	-2%	0%	-7%	-9%	-4%	0.3%	-2%
16: COc1cc2c(c(OC)c1OC)C(c1ccccc1C)CC(=O)O2 (stereo not given)
  22%	3%	2%	2%	u	-28%	29%	x	-1%
17: CC1CCN(S(=O)(=O)c2ccc(C(=O)N3CCOCC3)cc2)CC1
  17%	6%	6%	4%	-12%	-19%	2%	-0.3%	7%
18: Cc1nc([N+](=O)[O-])c(Br)n1CC(=O)c1ccc2ccccc2c1
  11µM*	-5%	-5%	-19%	0%	-20%	u	0.7%	-26%[11.4 µM]
19: Oc1ccc2ccccc2c1C=NC1CCCCC1
  1%[57.1 µM]	0%[57.1 µM]	-28%	-1%	-25%	-23%	19%	-2.5%	u
20: O=C1c2cccc3cccc(c23)C(=O)N1CCN1CCN(C(=S)Nc2ccc(Cl)cc2)CC1
  -16%	-11%	1%	1%	0%	-8%	-1%	0.2%	24%

Among those listed so far, these have a thiophene ring, fused or not.
Each structure is followed by: rTrxR1 inhibitor	TrxR1 substrate	Vif-APOBEC3F blk	Vif-APOBEC3G blk	ALOX12 inh	USP1-UAF1 inh	mIDH1 inhibitor	RXFP1 agonist	RGS4 inhibitor
2: COc1ccc(NC(=O)c2cc3sccc3n2Cc2ccc(F)cc2)cc1OC
  -1%	11%	-2%	-5%	29%	-13%	4%	2.4%	-33%
7: CNC(=O)c1ccc(-c2ccc(Cl)c(Cl)c2)s1
  -1%	2%	-3%	-12%	-1%	-26%	2%	-1.1%	12%

The results go on:
Each structure is followed by: rTrxR1 inhibitor	TrxR1 substrate	Vif-APOBEC3F blk	Vif-APOBEC3G blk	ALOX12 inh	USP1-UAF1 inh	mIDH1 inhibitor	RXFP1 agonist	RGS4 inhibitor
21: CCc1ccc(S(=O)(=O)c2cn(CC)c3cc(N4CCCCC4)c(F)cc3c2=O)cc1
  61%[activator]	31%[activator]	1%	1%	5%	-10%	-1%	6.9%	8%
22: COC(=O)c1ccc(OCCN2C3=NCCN3c3ccccc32)cc1
  8%[57.1 µM]	13%[57.1 µM]	2%	-1%	0%	-15%	-1%	3.9%	-13%
23: O=C(O)c1ccc(Cl)c(NC(=S)NC(=O)c2ccccc2[N+](=O)[O-])c1
  12%[57.1 µM]	6%	4%	2%	u	-1%	-8%	-0.7%	-25%
24: CCc1ccc(C(=O)NNC(=S)Nc2ccc(S(N)(=O)=O)cc2)s1
  -10%[57.1 µM]	6%[57.1 µM]	5%	1%	-3%	-16%	1%	-1.7%	-26%
25: COCCCNC(=S)Nc1ccc2nc3n(c(=O)c2c1)CCCCC3
  -28%	-11%	-4%	-1%	-7%	-15%	0%	6.6%	-1%
26: CCOc1ncccc1C(=O)NNC(=O)CSc1ccc(Cl)cc1
  29%	2%	-14%	0%	201%[activator]	-9%	-14%	x	0%
27: CCc1ccccc1NC(=O)Cn1nc(C(F)(F)F)c2c1CCC2
  35%&12%	2%&3%	-8%&-8%	0%&5%	-20%	-17%&5%	0%&2%	26%&1.5%	27%&-19%
28: COC(=O)c1ccc(NC(=O)CN2C(=O)CNC2=O)cc1
  -6%	0%	2%	0%	21%	-13%	3%	4.6%	-17%
29: CN(C)c1ccc(/C=N/NC(=O)CCC(=O)NCc2ccccc2)cc1
  3%	77%[activator]	-9%	-1%	1%	-10%	3%	-0.3%	-28%
30: O=C(Cc1ccc(Br)cc1)Nc1cccc(-c2cn3c(n2)SCC3)c1
  6%[57.1 µM]	-6%	4%	5%	0%	-2%	3%	4.9%	-22%

Three entries from above, ordered by number of heavy atoms, falling:
Each structure is followed by: rTrxR1 inhibitor	TrxR1 substrate	Vif-APOBEC3F blk	Vif-APOBEC3G blk	ALOX12 inh	USP1-UAF1 inh	mIDH1 inhibitor	RXFP1 agonist	RGS4 inhibitor
21: CCc1ccc(S(=O)(=O)c2cn(CC)c3cc(N4CCCCC4)c(F)cc3c2=O)cc1
  61%[activator]	31%[activator]	1%	1%	5%	-10%	-1%	6.9%	8%
30: O=C(Cc1ccc(Br)cc1)Nc1cccc(-c2cn3c(n2)SCC3)c1
  6%[57.1 µM]	-6%	4%	5%	0%	-2%	3%	4.9%	-22%
27: CCc1ccccc1NC(=O)Cn1nc(C(F)(F)F)c2c1CCC2
  35%&12%	2%&3%	-8%&-8%	0%&5%	-20%	-17%&5%	0%&2%	26%&1.5%	27%&-19%

(further entries)
entry	Molecule	rTrxR1 inhibitor	TrxR1 substrate	Vif-APOBEC3F blk	Vif-APOBEC3G blk	ALOX12 inh	USP1-UAF1 inh	mIDH1 inhibitor	RXFP1 agonist	RGS4 inhibitor
31	COc1cc(C(Nc2ccc(S(=O)(=O)NCC3CCCO3)cc2)C(=O)NC(C)(C)C)cc(OC)c1OC (stereo not given)	18%	2%	-3%	-4%	1%	-12%	0%	-0.2%	18%
32	Cc1nc(N)sc1C(=O)N/N=C/c1ccc([N+](=O)[O-])cc1	28%[57.1 µM]	-16%[57.1 µM]	0%	1%	3%	-9%	10%	3.9%	8%
33	CCCNC(=O)COC(=O)c1ccccc1C(=O)c1ccc(Cl)c([N+](=O)[O-])c1	50µM*	4%	16%	u	0%	-9%	3%	-0.5%	21%
34	CCC(C)NC(=O)C(=O)Nc1c2c(nn1-c1ccccc1)CS(=O)(=O)C2 (stereo not given)	16%[57.1 µM]	3%[57.1 µM]	1%	3%	-20%	-7%	9%	-0.2%	-31%
35	COCc1cc(OC)nc(-c2csc(C)n2)n1	9%	-2%	0%	7%	u	-10%	-9%	2.5%	5%
36	COc1ccc(CCNC(=O)c2ccc3c(c2)NC(=O)C(C(C)C)N3)cc1OC (stereo not given)	26%	3%	-11%	-2%	20%	u	-4%	1.8%	6%
37	CNC(=O)CSc1nc2cccnc2n1C1CCCCC1	0%	-2%	-15%	1%	4%	-20%	14%	2.6%	-10%
38	CCNC(=O)c1cccc(NC(=O)C2CC(=O)N(CCc3ccccc3)C2)c1 (stereo not given)	-7%	-7%	-14%	-2%	-15%	-20%	0%	-0.3%	u
39	O=C(N/N=C/C(Cl)=C/c1ccccc1)c1ccco1	8%[57.1 µM]	11%[57.1 µM]	-16%	-19%	-4%	-25%	3%	-1.1%	u
